# High-throughput results: PubChem BioAssay, several laboratories
# NR2E3 ag-1: agonists of human NR2E3 nuclear receptor. 360,000 compounds, 0.35% hits. AID 602229. inhibition of corepressor binding, % at 3.98 µM. CHO-S Gal4-NCOR/VP16-NR2E3 two-hybrid, luciferase;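 active means inhibition above the mean of all tested compounds plus 3 SD, cut at about 70% in these data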;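 further: 0% = DMSO with NR2E3 transfected cells and 100% = cells lacking NR2E3 construct; higher means lower luciferase signal from less NR2E3 corepressor binding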
# Target sequence (Q9Y5X4 whole entry, looked up, the tested form may be a part): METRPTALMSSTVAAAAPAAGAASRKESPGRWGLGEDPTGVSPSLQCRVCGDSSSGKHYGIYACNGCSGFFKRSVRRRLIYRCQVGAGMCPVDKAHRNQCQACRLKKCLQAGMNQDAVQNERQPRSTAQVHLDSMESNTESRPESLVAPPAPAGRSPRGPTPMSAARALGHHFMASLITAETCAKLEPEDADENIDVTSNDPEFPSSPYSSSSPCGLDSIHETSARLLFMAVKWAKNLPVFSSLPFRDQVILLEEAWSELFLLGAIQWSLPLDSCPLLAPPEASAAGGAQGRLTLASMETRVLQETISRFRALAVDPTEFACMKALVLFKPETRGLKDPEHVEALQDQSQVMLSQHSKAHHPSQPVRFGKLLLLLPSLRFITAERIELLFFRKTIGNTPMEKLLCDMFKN
# iPSC survival up: increases survival of single human iPS cells | hiPSC single-cell survival, ATPlite luminescence; 100% = ROCK inhibitor wells, 0% = DMSO | survival enhancement, % at 20 µM | 360,000 compounds, 0.044% hits; in the data active means survival enhancement above about 18%;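 further: cells exposed to compounds for 16 hours before the ATP read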
# aDG glyco act: alpha-DG glycosylation activation; Pro5-aDG cells, alpha-DG glycosylation AlphaScreen (IIH6); 0% Pro5, 100% B10-LARGE cell signal; activation, % at 10 µM; 360,000 compounds, 0.22% hits;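 active means activation of at least 8% versus controls, or a plate z-score of at least 8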;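 further: Pro5 are CHO cells carrying HIG-tagged alpha-DG that lacks glycosylation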
# NR2E3 ag-2: agonists of human nuclear receptor NR2E3; inhibition of corepressor binding, % at 4.78 µM; Q9Y5X4; GST-NR2E3/biotin-RetCOR TR-FRET, 1536-well; 320,000 compounds, 0.12% hits; AID 2300;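 active means percent inhibition above the cutoff of mean plus 3 SD of all tested compounds, set per screening campaign, cut at about 20% in these data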;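 further: 0% = DMSO wells and 100% = biotin wells as full block of FRET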
#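 Material: NR2E3–RetCOR corepressor complex | Quantity: 1.35 nM GST-tagged NR2E3 final | Schedule: 5 h at 4 °C | Replication: Singlicate compound wells | Reagent: RetCOR corepressor, biotinylated, 7 nM | Controls: Biotin wells as high control, 0.6% DMSO wells as low control | Signal: TR-FRET, Eu(K)-anti-GST donor, streptavidin-D2 acceptor, ex 340, em 617/671 nm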
# Peg3 promoter: Peg3 promoter activity inhibition. inhibition, % at 20 µM. AID 588405. 360,000 compounds, 1.7% hits. HeLa PEG-Prom luciferase reporter, luminescence, overnight;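 active means inhibition of at least 50% at 20 µM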
# TWEAK-Fn14 inh: blocks TWEAK-Fn14 interaction in a reporter cell assay | TWEAK-stimulated Fn14 reporter cells, luciferase luminescence, 8 h | inhibition, % at 10 µM | 360,000 compounds, 2% hits | AID 1159606; in the data active means inhibition above about 50%
# TRPM1 prom inh: reduces MITF-dependent TRPM1 promoter luciferase signal; SK-MEL-5 TRPM1 promoter luciferase, 24 h; inhibition, % at 12.5 µM; 330,000 compounds, 0.83% hits; AID 488899;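 active means mean inhibition across replicates of 60% or more, whatever share of single replicates reaches that level; inconclusive means some that reach 60%, reason not given; inactive means mean inhibition across replicates below 60%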; further: values of inactives mirror those of a sister screen read the other way
# HIF-2a inh: HIF-2a inhibition; 786-0 RCC cells HIF-2a reporter, luciferase luminescence, overnight; inhibition, % at 18.8 µM; 360,000 compounds, 0.72% hits;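 active means inhibition of the luminescence signal of 40% or more relative to plate controls, in a single-dose primary screen at 18.75 µM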
# CF NFkB block: blocks PAF-induced NF-kB reporter in cystic fibrosis cells. AID 588850. KKLEB NF-kB-GFP reporter, GFP fluorescence overnight. inhibition, % at 5 µM. 360,000 compounds, 0.86% hits;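 active means at least 50% inhibition at 5 µM, scaled per plate between neutral and stimulator controls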;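 further: PAF is a Pseudomonas aeruginosa culture filtrate used as stimulus; plate controls were PAF-stimulated DMSO wells for no effect and unstimulated DMSO wells for full effect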
# Shn3 3UTR inh: inhibitors of Schnurri-3 3'UTR reporter in osteoblasts. Clone20 osteoblast Shn3 3'UTR firefly luciferase, 24 h. inhibition, % at 12.5 µM. 360,000 compounds, 0.52% hits;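 active means mean inhibition of at least 75% with every replicate also reaching 75%; inconclusive means mean inhibition at least 75% but some replicate below; inactive means mean inhibition below 75%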;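 further: 0% = median of neutral control wells and 100% = pilot-screen positive control compound; some compounds past the cut are filed as inactive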
# KKLEB tox: reduces viability of KKLEB cystic fibrosis airway cells; KKLEB CF airway cells viability, ATPlite luminescence, overnight; hits give low values; cells stimulated with P. aeruginosa culture filtrate; 360,000 compounds, 0.36% hits; activity change (cytotoxicity), % at 5 µM;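 active means corrected activity change at or below -50% at 5 µM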
# The depositor's hits bear a star; ? = inconclusive; . = no result given.
SMILES,NR2E3 ag-1,iPSC survival up,aDG glyco act,NR2E3 ag-2,Peg3 promoter,TWEAK-Fn14 inh,TRPM1 prom inh,HIF-2a inh,CF NFkB block,Shn3 3UTR inh,KKLEB tox
Fc1ccc(NC(=S)NCc2cccs2)cc1,13,-1.0,0.0,-1,-12,31,-12,-6,9,-20,0
COc1ccc(OCCNC(=O)Nc2cc(F)c(F)cc2Cl)cc1,3,-0.2,0.8,4,5,44,8,-19,17,-11,-5
CC(C)Sc1ncnc2[nH]ncc12,7,0.0,-0.1,.,-2,13,-3,-16,29,8,3
O=C(O)CCCCn1c(SCc2ccccc2Cl)nc2ccsc2c1=O,-20,1.0,-0.2,.,18,13,-1,17,20,6,11
Cc1ccc(NCc2nnc(SCC(=O)c3ccc4c(c3)OCCO4)o2)c(C)c1,-25,-0.5,-0.1,-1,4,31,9,12,32,-8,-23
Cc1ccc(-c2noc(C3CCCN(C(=O)c4cccc(Cl)c4)C3)n2)o1 (centres undefined),-37,-0.4,-0.1,3,-214,-31,-88,-190,21,-83,-3
O=C(CCS(=O)(=O)c1ccccc1)Nc1nc2cc3c(cc2s1)OCO3,-20,-0.7,-0.1,3,-40,15,-8,-42,-2,-2,1
COc1cc2c(cc1OC)CN(C(=O)C(C)(C)C)CC2,-24,-0.6,0.1,3,12,4,-1,5,11,-5,-2
C=CCN(c1ccccc1OC)S(=O)(=O)c1cccc(C(=O)OCC(=O)c2c[nH]c3ccccc23)c1,20,0.1,0.1,0,28,85*,14,7,4,12,0
COc1cc(/C=N/N2CCN(c3ccccc3OC)CC2)ccc1OC(C)=O,4,-0.6,-0.1,-2,-30,0,-29,-11,-4,-8,14
CC[C@@H](C)[C@H](NC(=O)OC(C)(C)C)c1nnc(S(=O)(=O)Cc2cc(C)ccc2C)o1,-8,-1.4,-0.1,0,105*,23,54,-67,72*,?,-19
CCCNC(=O)c1ccc(SC)cc1OC,-17,-0.3,-0.2,2,-27,3,-6,-21,-5,-17,4

# Complete entries from above. Screens in order: NR2E3 ag-1, iPSC survival up, aDG glyco act, NR2E3 ag-2, Peg3 promoter, TWEAK-Fn14 inh, TRPM1 prom inh, HIF-2a inh, CF NFkB block, Shn3 3UTR inh, KKLEB tox
# Cc1ccc(NCc2nnc(SCC(=O)c3ccc4c(c3)OCCO4)o2)c(C)c1 across the screens: -25, -0.5, -0.1, -1, 4, 31, 9, 12, 32, -8, -23
# CCCNC(=O)c1ccc(SC)cc1OC across the screens: -17, -0.3, -0.2, 2, -27, 3, -6, -21, -5, -17, 4

# The list goes on.
SMILES,NR2E3 ag-1,iPSC survival up,aDG glyco act,NR2E3 ag-2,Peg3 promoter,TWEAK-Fn14 inh,TRPM1 prom inh,HIF-2a inh,CF NFkB block,Shn3 3UTR inh,KKLEB tox
COc1ccc[nH]c1=O,7,3.4,-0.3,1,-10,4,4,2,-10,14,16
CCOc1cc(C2C(C#N)=C(N)Oc3n[nH]c(-c4ccncc4)c32)cc([N+](=O)[O-])c1O (centres undefined),-31,-0.2,0.0,4,4,0,6,12,-4,6,10
CN(C)CCN1C(=O)C(O)=C(C(=O)c2cc3ccccc3o2)C1c1cccc(Br)c1 (centres undefined),-3,3.3,-0.1,36*,15,15,12,13,2,-67,3
CCCC(=O)N(CCN1CCOCC1)c1nc2c(OC)ccc(OC)c2s1,16,0.7,1.9,1,4,-17,-1,-1,-15,-12,0
CC(C)c1ccc(S(=O)(=O)N2CCN(CCC(=O)Nc3ccc(N(C)C)cc3)CC2)cc1,0,-0.8,-0.3,.,6,-10,18,9,-4,8,4
CC12CCC=CC1=C(C=O)C1C2CCC2(C)C(O)CCC12 (centres undefined),12,1.6,0.0,.,44,12,22,27,45,33,-11
CCc1ccc(NC(=O)CNCc2ccc(OC)c(OC)c2)cc1,2,0.5,0.2,3,11,-1,-6,9,-13,-1,-1
Cc1cccc(-n2ccnc2SCC(=O)O)c1C,-3,0.1,-0.4,1,-3,22,7,16,-10,-5,-6
O=C(COc1ccccc1)OCc1cc(-c2ccco2)on1,-9,-0.3,0.1,2,-13,6,0,2,27,-28,5
Cc1cc(F)ccc1S(=O)(=O)Nc1ccccc1C(=O)Nc1ccccc1N1CCOCC1,-9,2.0,0.1,-3,17,4,0,8,10,7,-2
CC(=O)c1ccc(NC(=O)Nc2sc(NS(=O)(=O)c3ccccc3)nc2C)cc1,-8,0.3,-0.5,0,8,1,-7,12,4,-13,-1
CC(=O)Nc1nc(-c2ccc(-c3ccccc3)cc2)cs1,-156,-1.9,0.0,.,-263,-9,.,-311,-20,-58,9
COCCn1nnnc1C1(N(Cc2cc3cc(C)ccc3[nH]c2=O)CC2CCCO2)CCN(C)CC1 (centres undefined),-24,9.8,0.1,0,2,-25,9,-9,-3,-3,2
Cc1nc2nc(C)c(CCC(=O)NC3CCCCC3)c(C)n2n1,-3,-0.7,0.0,1,5,-12,2,19,-1,-10,8
Cc1cc(C)n(CCO)c(=O)n1,2,3.3,2.7,-1,9,2,2,5,3,-37,8
O=C(Cn1[nH]c(=O)c2ccccc2c1=O)NNC(=O)c1ccccc1,-9,0.7,0.1,1,10,30,3,0,4,-34,3
O=C(CCC(=O)N1CCOc2ccccc21)Nc1cc(F)ccc1F,-32,6.1,0.6,-1,12,7,-8,-23,-14,13,9
CNC(=O)c1[nH]nc2c1CCc1ccccc1-2,4,-0.3,0.0,-5,-46,-9,8,-55,-21,13,13
COc1ccc(C(=O)CSc2nnc(-c3cc(C)on3)o2)cc1,1,0.5,-0.1,6,11,-13,7,8,6,-12,9
Cn1cc([C@@H]2C[C@H]3CN(C4CCCC4)C(=O)[C@]34CCCN24)c(-c2ccccc2)n1,-15,0.6,-1.2,3,12,-12,7,11,-8,-1,0
COc1cccc2c(=O)n(CC(=O)N3CCC(C)CC3)ccc12,-1,1.4,0.1,1,5,-19,.,-1,4,5,6
CCN(CC)C(=O)c1cn(CCC#N)nc1-c1ccc2ccccc2c1,-39,1.9,0.0,4,28,-4,2,15,3,-12,5
Cc1cccc(NC(=O)c2cnccn2)c1,-24,1.6,-0.1,2,-52,5,-11,-88,-11,-39,4
O=C(C1CCCN(S(=O)(=O)c2cccc3nsnc23)C1)N1CCN(c2ccccn2)CC1 (centres undefined),17,1.9,0.2,5,-4,8,0,18,1,2,-6
C=CCN1C(=O)C2(NC(=O)c3ccccc3N2)c2ccccc21 (centres undefined),-26,1.1,-0.3,2,21,25,5,18,9,0,2
CCCCNC(=O)c1cc2cc(CC)ccc2[nH]1,-30,0.4,0.0,-1,-87,-12,-24,-110,2,-1,-6
COCc1cc(C)nc2sc(C(=O)OC)c(N)c12,-25,-1.1,-0.2,3,-5,5,-6,0,-14,-3,9
CCOC(=O)N1C(=O)c2cc(OC)ccc2S1(=O)=O,2,0.1,-0.2,0,3,1,4,16,-4,-14,12
Nc1ncnc2nc(N3CCN(C(=O)c4ccccc4)CC3)[nH]c12,1,0.4,0.2,0,11,7,11,17,10,-14,-6
COc1ccc(/C=C(\C#N)C(=O)C(C)(C)n2cncn2)cc1,12,-2.0,0.3,2,-8,-5,4,9,8,4,-5
CCc1ccc(C2CC(c3ccccc3)Nc3nc(N)nn32)cc1 (centres undefined),1,-1.6,0.3,2,-1,-9,-1,5,7,2,3
CN1CCN(/N=C/c2nc(-c3ccccc3)n3ccccc23)CC1,-8,2.9,0.3,-11,-13,8,-17,-36,-4,-28,-2
COc1ccc(Cl)cc1C(=O)Nc1nc2ccccc2[nH]1,-97,-0.5,0.1,2,-12,95*,54,33,-31,7,-52*
C(=N\Nc1nc(N2CCOCC2)nc(N2CCOCC2)n1)/c1cccnc1,4,0.9,0.0,1,-5,-15,-3,1,-4,27,-19
O=c1[nH]c2ccccc2n1CCCSCCCn1c(=O)[nH]c2ccccc21,24,3.1,0.4,0,28,48,25,30,9,6,-4
O=C(c1cccc(OC2CCN(Cc3cc(F)cc(F)c3)CC2)c1)N1CCCC1,32,0.0,0.3,-1,-1,-15,0,9,10,-14,-1
COc1ccc(NC(=O)c2cccc(N3C(=O)C4C5C=CC(C6CC56)C4C3=O)c2)cc1 (centres undefined),37,0.3,0.5,4,15,2,7,11,9,28,3
O=C(Nc1ccccc1Cc1ccccc1)c1ccccc1F,-23,0.1,0.1,6,9,13,7,6,3,-26,7
O=c1[nH]c(C2CCN(S(=O)(=O)Cc3ccccc3)CC2)nc2c1nnn2Cc1ccccc1,-7,0.3,0.0,0,9,8,1,12,1,-2,0
NNc1nc2c(Cl)cccc2s1,-85,0.1,0.0,-6,-18,4,1,-33,-30,-35,9
NNC(=O)c1cc(-c2ccc(N)cc2)nc2ccc(Br)cc12,-11,-0.3,-0.2,0,-8,-26,.,-28,-8,0,5
Cc1c(C(=O)N(C)Cc2ccccc2)oc2ccc(S(=O)(=O)N3CCCC3)cc12,-19,-0.5,0.3,-4,20,8,4,6,11,14,-21
Cc1cc(C)nc(Nc2nc(C(N)c3ccccc3)cs2)n1 (centres undefined),-12,-3.2,0.2,.,3,4,.,1,-7,6,-9
COc1ccc(C(=O)NCCn2cc(SCC(N)=O)c3ccccc32)cc1,-23,-0.6,0.0,3,-2,51*,-7,-23,6,-9,-13
COc1ccc(NC(=O)c2ccc(NC(=O)CCS(=O)(=O)c3cccs3)cc2)cc1,2,0.0,0.0,2,-17,-25,-7,-3,9,1,5
CC(=O)c1ccc(NS(=O)(=O)c2cc3c(cc2C)N(C)CCO3)cc1,17,-0.3,-0.1,0,30,13,11,17,4,19,16
O=c1cc(N2CCCCCC2)[nH]c(=O)n1-c1ccccc1Cl,-4,1.3,-0.1,-1,5,19,8,14,2,1,-5
Cc1cccc(N2CN(Cc3ccco3)CNC2=S)c1,-2,6.2,-0.2,4,0,1,22,6,8,-22,2
COc1cccc(C2NC(=S)NC(C)=C2C(=O)c2ccccc2)c1OC (centres undefined),-70,-2.5,-0.6,-2,14,4,21,7,23,29,-11
COc1cccc(NC(=O)C(C)Oc2ccccc2)c1 (centres undefined),2,0.4,0.0,3,-29,1,2,-25,11,-3,-13
COc1ccc(C)cc1NC(=O)c1cc(S(=O)(=O)N2CCOCC2)cn1C,-6,1.9,0.0,1,8,17,.,6,-27,-9,7
O=C(COc1ccc(C(=O)c2ccccc2)cc1)NC1CCCCC1,-14,-1.2,0.2,-5,-3,5,-11,25,-3,-2,-9
CCn1c(NC(=O)c2ccc(F)cc2)c2ccccc2nc1=O,-9,-1.2,-0.4,-1,20,-4,-1,27,0,-6,-1
Cc1[nH]nc(SCC(=O)N(C)c2ccccc2)c1[N+](=O)[O-],-10,-0.6,0.0,-1,1,-10,8,1,2,-11,8
